PglD DTNB – C. jejuni PglD acetyltransferase inhibitors, primary screen, biochemical, DTNB colorimetric, single point; UDP-N-acetylbacillosamine N-acetyltransferase PglD (Campylobacter jejuni); purified PglD enzyme, DTNB colorimetric CoA detection; inhibition, % at 12.5 µM; actives 0.098% (n = 360,000); AID 602405, 2012; in the data active = inhibition above about 16%, passing the limit was not always enough; inconclusive = no clear call, values can overlap the other calls; note: strong numbers were not always called active
PGC1a acetyl inh – inhibitors of PGC1a acetylation signal, primary screen, cell-based, U2OS, AlphaScreen, inhibitor mode; AlphaScreen anti-acetyl-lysine; with virally co-expressed GCN5 acetyltransferase; inhibition, % at 15.6 µM; actives 0.17% (n = 350,000);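 active = every replicate shows inhibition of at least 40%; inconclusive = mean inhibition at least 40% but some replicate below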;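 note: 0% = neutral control wells and 100% = positive control wells; some results beyond the cut were filed as inactive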
RAD52 anneal inh – RAD52 DNA annealing inhibitors, primary screen, biochemical, FRET, single point, set 2; actives 0.46% (n = 360,000); DNA repair protein RAD52 homolog (Homo sapiens), P43351; recombinant RAD52 DNA annealing, FRET fluorescence; inhibition, % at 18.7 µM;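 active = every replicate showing at least 50% inhibition; inconclusive = mean inhibition at least 50% but not in every replicate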
Cneo AK release – Cryptococcus neoformans cell lysis inducers, primary screen, AK release luminescence, single concentration; C. neoformans lysis, adenylate kinase release luminescence, 4 h; normalised: neutral wells 0, clomiphene wells 100; lysis activity, % at 15 µM; actives 0.2% (n = 360,000); AID 651654, 2012;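 active = mean lysis activity across replicates of at least 80%, whatever share of replicates individually reach that level; inactive = mean lysis activity below 80%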
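Assay system: Cryptococcus neoformans yeast cells / Dosing: single-point compound dose / Timing: 4 h at 37 °C static, read 1 h later / Measured by: luminescence of released adenylate kinase using an AK detection reagent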
ERAP1 HTS inh – human ERAP1 aminopeptidase inhibitors, primary screen, biochemical, single point, plate reader; AID 652197, 2013; actives 0.15% (n = 340,000); recombinant ERAP1, Leu-AMC fluorescence, 60 min; Endoplasmic reticulum aminopeptidase 1 (Homo sapiens), Q9NZ08; inhibition, % at 10.7 µM;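 active = mean replicate inhibition of at least 30%, or all replicates individually reaching that 30% level; inactive = mean below 30% and not every replicate reaching it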;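 note: 0% = neutral control wells and 100% = L-leucinethiol positive control wells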
Target sequence (Q9NZ08 whole entry, looked up): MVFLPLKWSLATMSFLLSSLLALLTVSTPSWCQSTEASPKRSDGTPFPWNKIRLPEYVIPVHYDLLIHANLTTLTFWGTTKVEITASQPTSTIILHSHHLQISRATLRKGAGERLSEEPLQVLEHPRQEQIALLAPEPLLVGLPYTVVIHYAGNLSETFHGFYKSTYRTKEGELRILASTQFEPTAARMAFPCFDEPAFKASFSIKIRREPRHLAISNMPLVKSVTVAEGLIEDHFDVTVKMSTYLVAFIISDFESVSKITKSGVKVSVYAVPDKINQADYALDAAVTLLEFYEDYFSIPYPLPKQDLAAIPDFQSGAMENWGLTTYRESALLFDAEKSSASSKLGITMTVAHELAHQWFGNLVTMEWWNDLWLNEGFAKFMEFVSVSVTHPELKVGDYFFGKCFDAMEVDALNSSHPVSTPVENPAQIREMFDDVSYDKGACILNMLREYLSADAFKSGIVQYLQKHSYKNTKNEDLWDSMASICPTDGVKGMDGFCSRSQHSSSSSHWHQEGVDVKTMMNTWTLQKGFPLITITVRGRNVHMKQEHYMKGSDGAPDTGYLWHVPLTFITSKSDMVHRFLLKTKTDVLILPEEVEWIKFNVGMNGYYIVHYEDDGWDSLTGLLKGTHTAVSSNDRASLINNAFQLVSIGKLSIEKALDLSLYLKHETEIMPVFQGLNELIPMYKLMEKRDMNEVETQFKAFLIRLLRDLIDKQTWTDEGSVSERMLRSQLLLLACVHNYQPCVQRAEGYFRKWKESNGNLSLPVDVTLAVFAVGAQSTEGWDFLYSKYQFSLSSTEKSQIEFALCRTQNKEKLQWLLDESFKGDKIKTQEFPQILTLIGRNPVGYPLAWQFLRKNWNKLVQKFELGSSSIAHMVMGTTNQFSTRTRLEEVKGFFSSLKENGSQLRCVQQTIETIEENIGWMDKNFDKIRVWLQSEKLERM
RAD54 branch – inhibitors of human RAD54 branch migration, primary screen, biochemical, fluorescence, single point. actives 0.14% (n = 360,000). inhibition, % at 10.4 µM. DNA repair and recombination protein RAD54-like (Homo sapiens), Q92698. RAD54 Holliday junction branch migration, FAM/BHQ fluorescence;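 active = mean normalized replicate activity at least 40 and at least half of replicates scoring 40 or more; inconclusive = only one of the two criteria met; inactive = mean below 40 and under half of replicates reaching 40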;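 note: 0% = median of neutral control wells and 100% = median of positive control wells; inhibitors cause a drop in the FAM fluorescence signal; in these data hits start at about 50%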
E-selectin induc – E-selectin induction in HUVECs, primary screen, imaging, HUVEC, immunofluorescence imaging, single point; activation, % at 7.58 µM; actives 0.37% (n = 260,000); AID 686992, 2013; P16581; normalized: neutral wells 0, TNF-alpha wells 100;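 active = mean E-selectin-positive cell signal at least 10% of the positive control, reached in at least 60% of replicates, without over 20% cell loss; inconclusive = no rule given, readout overlaps actives, possibly toxicity-flagged; inactive = the rest, including those meeting only one limit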;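 note: in these data hits start at about 27%; measured in HUVEC primary endothelial cells; signal is the percent of cells scored E-selectin positive by PE staining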
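System: HUVEC / Compound: single concentration / Signal: immunofluorescence imaging / Read-out: percent E-selectin-positive cells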
miR-122 sensor – miR-122 Renilla sensor signal increase in Huh7, primary screen, miR-122 inhibitor project, cell-based, single point, plate reader. Huh7 miR-122 Renilla luciferase sensor, 48 h; neutral wells = 0, positive control = 100. activation (reporter increase), % at 12.5 µM. actives 0.3% (n = 340,000). AID 602342, 2012;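 active = mean replicate activation score at least 90 and every replicate individually at or above 90; inconclusive = only one of the two criteria met; inactive = neither criterion met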;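 note: higher luciferase means less miR-122 activity so hits act as miR-122 inhibitors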
Active calls of the source: *; ? = inconclusive; · = no result given; [ ] = dose if it differs, or a comment.

no. | SMILES | PglD DTNB | PGC1a acetyl inh | RAD52 anneal inh | Cneo AK release | ERAP1 HTS inh | RAD54 branch | E-selectin induc | miR-122 sensor
1 | CCOc1ccc(C(=O)NNC(=O)CCNC(=O)c2ccc(Br)cc2)cc1OC | -1 | -2 | -10 | -1 | 1 | 4 | -0.2 | -11
2 | C[C@@H]1CN([C@@H](C)CO)C(=O)c2cccc(NS(=O)(=O)c3cn(C)cn3)c2O[C@H]1CN(C)Cc1ccc(-c2ccccc2)cc1 | -2 | 3 | 1 | 52 | 2 | 13 | -0.3 | 3[16.7 µM]
3 | O=C(CCC1CCCCC1)NCCN1CCOCC1 | 3 | 1 | -16 | 0 | -1 | -14 | -0.3 | -7
4 | Cc1ccc(NC(=O)CSc2nnc(NC(=O)CN3CCOCC3)s2)cc1 | -5 | -13 | · | 2 | · | -3 | · | 2
5 | CCOC(=O)c1cc2cc3ccccc3cc2[nH]1 | -3 | -12 | · | -2 | · | -9 | · | 3
6 | O=C(Nc1cccc(F)c1)N1CC(=O)N2[C@H](C1)[C@H](c1ccc(C#Cc3cccnc3)cc1)[C@@H]2CO | · | 21 | -20 | · | 2 | · | 0.2 | ·
7 | CCCn1nnc(NC(=O)c2ccccc2Cl)n1 | 1 | 0 | -2 | -1 | 2 | 5 | · | -3
8 | COc1ccc(S(=O)(=O)Nc2ccc3c(c2)CC(=O)N([C@@H](C)CO)C[C@H](C)[C@H](CN(C)Cc2ccc(Cl)c(Cl)c2)O3)cc1 | -2 | -5 | -5 | 0 | 3 | -4 | 1.1 | 1[16.7 µM]
9 | COc1ccccc1N(CC(=O)Nc1ccccc1C(=O)NCC(C)C)S(C)(=O)=O | 4 | 0 | -13 | -1 | 0 | -6 | · | -4
10 | COc1ccc2c3c([nH]c2c1)[C@H](CO)N(C(=O)c1ccncc1)CC31CCN(C(=O)c2ccncc2)CC1 | · | 7 | 2 | · | 0 | · | 0.0 | ·
11 | COc1ccc(C(=O)n2nc(C#N)c(C#N)c2N)cc1 | -3 | 0 | -4 | -1 | 5 | 5 | 4.1 | 12
12 | Nc1ncc(Br)cc1S(=O)(=O)Nc1cc(C(F)(F)F)cc(C(F)(F)F)c1 | -5 | 10 | -5 | -3 | 2 | -10 | · | 63
13 | O=C1CCC(C(=O)N2CCCCCC2)CN1Cc1cccc(C(F)(F)F)c1 (stereo not given) | -1 | -5 | -11 | 1 | -3 | -10 | 1.6 | -4
14 | CCC(=O)Nc1ccc(NC(=O)CSc2nnnn2C(C)C)cc1 | -1 | 2 | · | 0 | · | -4 | · | -21
15 | CCNc1nc(SC(C)C(=O)OC)nc(N(C)C)n1 (stereo not given) | 0 | -3 | -16 | 0 | -4 | 2 | 3.8 | -3
16 | CC1CC2(C)C(=CC1=O)CCC1C2C(O)CC2(C)C1CCC2(O)C(=O)CO (stereo not given) | 1 | -1 | 1 | 0 | -2 | -5 | -0.1 | 2
17 | COc1ccc(Nc2n[nH]c(N)c2C(N)=O)cc1 | · | -1 | -4 | · | · | · | 28* | 2
18 | O=C(NCC1CCCO1)C(c1cccs1)N(Cc1ccccc1Cl)C(=O)c1ccc(-c2ccccc2)[nH]1 (stereo not given) | 2 | · | · | 0 | · | 4 | -0.1 | 15
19 | Clc1cccc(CN2CCCCCC2)c1Cl | 0 | 1 | -14 | -2 | 3 | 3 | 2.3 | 3
20 | Cc1nc2nc(SCC(=O)c3ccccc3)[nH]c2cc1Br | 9 | 1 | -2 | -2 | 0 | -9 | · | -1
21 | COc1cc(C(=O)NC(C)c2cc(C)ccc2C)ccc1OCC(=O)N1CCOCC1 (stereo not given) | -3 | · | -6 | -5 | 16 | 3 | 144* | ·
22 | CCNC(=O)Nc1ccc2c(c1)C(=O)N(C)[C@H]1CC[C@H](CC(=O)Nc3ccccc3F)O[C@@H]1CO2 | 1 | 5 | · | -5 | · | 6 | 0.0 | -53[16.7 µM]
23 | C[C@@H]1CN([C@@H](C)CO)C(=O)Cc2cc(NC(=O)NC3CCCCC3)ccc2O[C@H]1CN(C)C(=O)Nc1ccc(C(F)(F)F)cc1 | 5 | -2 | -1 | 51 | -6 | 2 | 0.4 | 3[16.7 µM]
24 | NC(=O)COC(=O)c1ccc(NS(=O)(=O)c2ccc3c(c2)OCCO3)cc1 | 2 | -5 | -13 | -1 | -1 | 11 | 0.0 | 10
25 | CC(C)CN(C(=O)CN1CCc2ccccc21)c1c(N)n(CC(C)C)c(=O)[nH]c1=O | 1 | · | -17 | -2 | 3 | -87 | 0.0 | ·
26 | O=C(N/N=C/c1c(F)c(F)c(F)c(F)c1F)c1cccc(S(=O)(=O)N2CCOCC2)c1 | · | -17 | -14 | · | 3 | · | · | -3
27 | CCNC(=O)Cn1c(=O)c2c(ncn2Cc2ccccc2)n(Cc2ccccc2)c1=O | 4 | 1 | -16 | 1 | -1 | 3 | · | 8
28 | O=C(c1ccccc1)N1CCN(C(=O)N2CCOCC2)CC1 | -4 | -5 | · | 1 | · | -6 | 8.1 | -5
29 | CCOc1ccc(S(=O)(=O)N2CCCC(C(=O)N3CCOCC3)C2)cc1Cl (stereo not given) | 6 | -10 | -8 | 0 | 0 | 1 | · | -3
30 | O=C(N/N=C/c1cccc([N+](=O)[O-])c1)c1cc2c(ccc3ccccc32)o1 | 1 | · | -6 | -3 | 3 | 13 | · | ·

(list continues)
no. | SMILES | PglD DTNB | PGC1a acetyl inh | RAD52 anneal inh | Cneo AK release | ERAP1 HTS inh | RAD54 branch | E-selectin induc | miR-122 sensor
31 | COc1ccc(-n2cc(-c3ccccc3)c3c(N4CCN(CCO)CC4)ncnc32)cc1 | 2 | -30 | 25 | 1 | 4 | 8 | · | 0
32 | CCOc1ccccc1OCC(=O)NC1CCCCC1 | 5 | · | · | 0 | · | -6 | · | 0
33 | CSCCC(NC(=O)c1ccccc1)C(=O)N(C)CC(=O)Nc1ccc(N2CCOCC2)cc1 (stereo not given) | -4 | · | -21 | 5 | 4 | 3 | 0.5 | -2
34 | Oc1c(Cl)cc(Cl)cc1CNc1ccccn1 | -1 | -5 | -10 | 0 | 0 | 9 | 0.1 | -4
35 | COc1cc(CCC(=O)OCn2nnc3ccccc3c2=O)cc(OC)c1OC | -2 | 6 | · | 4 | · | -4 | · | 0
36 | Cc1ccc(S(=O)(=O)NC(=O)Nc2cc(C)no2)cc1 | 0 | 11 | -9 | 2 | 3 | -8 | · | 12
37 | COc1ccc(C)cc1N(CC(=O)N1CCCC1)S(C)(=O)=O | 15 | · | -7 | -1 | 9 | 4 | 0.0 | -2
38 | COc1cc(C2C(Oc3ccccc3C)C(=O)N2Cc2ccc(F)cc2)cc(OC)c1OC (stereo not given) | 2 | · | 3 | 1 | 4 | 3 | · | 1
39 | C=CCSc1n[nH]c(-c2ccc(OCCC)cc2)n1 | -1 | -8 | -11 | -3 | -8 | 6 | · | -12
40 | Cc1cc(C)nc(N2CCC(C(=O)NC3CC3)CC2)n1 | -1 | · | -3 | 0 | 0 | -4 | 0.4 | 2
41 | CCc1ccccc1NC(=O)COC(=O)C1C2CC3OC(=O)C1C3C2 (stereo not given) | 1 | 3 | -12 | 2 | -2 | -1 | · | -7
42 | CCCC#Cc1ccc([C@H]2[C@@H](CO)N3C(=O)CN(C(=O)c4ccccc4)C[C@H]23)cc1 | · | -11 | -17 | · | 0 | · | 0.1 | ·
43 | Cc1ccc(/C=C2/C(=N)N3N=C(CC(=O)N4CCCC4)SC3=NC2=O)cc1 | 0 | 4 | -60 | -6 | -6 | -12 | · | -1
44 | CCc1nn(CC(=O)N2CCN(CC)CC2)c(=O)c2cc3sccc3n12 | -4 | · | -24 | -2 | · | 4 | -0.1 | 0
45 | Cc1cccc(OCCC(=O)OCC(=O)Nc2c(C)nn(-c3ccccc3)c2C)c1 | 1 | · | -8 | -1 | 3 | -2 | -0.2 | ·
46 | CN(C)CC(=O)N1[C@@H]2c3ccc(C4=CCCC4)c(=O)n3C[C@H]1[C@H](CO)[C@H]2C(=O)NCC1CC1 | 1 | · | -2 | -4 | -4 | 7 | 0.0 | -4[16.7 µM]
47 | CCCc1c(C(=O)Nc2ccc(F)cc2F)cnn1-c1ccccc1 | · | 1 | -7 | · | -3 | · | 8.3 | -5
48 | C=CCn1c(=NC(=O)c2ccc(S(=O)(=O)N3CCCC3)cc2)sc2cc(NC(C)=O)ccc21 | -2 | ? | -17 | 3 | -1 | -5 | · | -4
49 | CC1(C)CC(=O)C(N=Nc2c(F)cccc2F)=C(O)C1 | 3 | 7 | -9 | -1 | · | -12 | 0.1 | 3
50 | CCCNC(=O)N1CC2(C1)[C@H](c1ccccc1)[C@@H](CO)N2C(=O)c1cccnc1 | · | 11 | -26 | · | -2 | · | 0.2 | ·
51 | Cc1ccc(C(=O)Nc2nc(C(N)C(C)C)cs2)cc1 (stereo not given) | -1 | · | 11 | -1 | -3 | -5 | 0.1 | 3
52 | Cc1nc2cc(NC(=O)NCc3ccco3)ccc2n1C | -6 | 1 | · | 1 | · | -3 | · | -7
53 | COc1ccc(Cl)cc1N(CC(=O)Nc1cccc(SC)c1)S(C)(=O)=O | 2 | -6 | -18 | 2 | -1 | 4 | · | 6
54 | O=C(C[C@H]1CC[C@@H]2[C@H](COC[C@@H](O)CN2S(=O)(=O)c2cccc(F)c2)O1)Nc1ccccc1 | -3 | -5 | · | 1 | · | -9 | 0.1 | 2[16.7 µM]
55 | COc1cc(N)c(Cl)cc1C(=O)OCC(=O)N(C)C1CCCCC1 | 0 | · | -15 | 1 | 1 | 2 | · | ·
56 | C[C@@H]1CCCCO[C@H](CN(C)Cc2ccc(Cl)c(Cl)c2)[C@@H](C)CN([C@H](C)CO)C(=O)c2cc(NC(=O)Nc3ccccc3)ccc2O1 | -1 | -2 | -16 | 50 | -2 | 0 | · | -8[16.7 µM]
57 | CCOC(=O)C1CCN(C(=O)COC(=O)c2nc3nc(C)cc(C)n3n2)CC1 | -1 | 0 | -4 | -2 | -4 | -1 | 0.9 | -3
58 | Cc1c(C(=O)Nc2cccc(S(=O)(=O)N3CCOCC3)c2)oc2ccccc12 | 0 | -16 | -16 | 5 | 2 | 5 | -0.1 | 4
59 | N=C1SCC(=O)N1/N=C/c1ccccc1 | 0 | · | -3 | -2 | -2 | -2 | -1.5 | 8
60 | COc1ccc(C#Cc2ccc3c(c2)O[C@@H](CN(C)S(=O)(=O)c2ccccc2F)[C@H](C)CN([C@@H](C)CO)S3(=O)=O)cc1 | 0 | -4 | -119 | -7 | · | -11 | 0.0 | 6[16.7 µM]
61 | O=C(NCc1ccc(Cl)cc1)C1CCN(S(=O)(=O)c2ccccc2)CC1 | · | -7 | -17 | · | 3 | · | 3.4 | ·

Two compounds picked at random from those above:
no. | SMILES | PglD DTNB | PGC1a acetyl inh | RAD52 anneal inh | Cneo AK release | ERAP1 HTS inh | RAD54 branch | E-selectin induc | miR-122 sensor
41 | CCc1ccccc1NC(=O)COC(=O)C1C2CC3OC(=O)C1C3C2 (stereo not given) | 1 | 3 | -12 | 2 | -2 | -1 | · | -7
45 | Cc1cccc(OCCC(=O)OCC(=O)Nc2c(C)nn(-c3ccccc3)c2C)c1 | 1 | · | -8 | -1 | 3 | -2 | -0.2 | ·
